Tau fluor cs = Counterscreen qHTS for Inhibitors of Tau Fibril Formation, Fluorescence Polarization. Potency, µM (doses to about 57.7 µM), without a hit: at the top dose activity change, negative = decrease. actives 0.93% (n = 280,000). tau K18 P301L (four-repeat tau fragment) Alexa594 fluorescence, heparin fibrillization; further: on the % scale 0 is the no-effect control and ±100 the full control effect; nearly all actives have a fitted effect of over 55% in size
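Human K18 P301L tau (15 uM unlabeled plus 0.24 uM Alexa 594-labeled, final) in 100 mM sodium acetate pH 7 was mixed with compound and 20 uM heparin and incubated 6 hr at 37 C.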
Epigenetic derep = Quantitative High-Throughput Screen for Regulators of Epigenetic Control. Potency, µM (doses to about 53.9 µM), for inactives: at the highest dose GFP activation, most hits filed as activators. AID 1865, 2009. murine LDR cells, GFP reporter derepression, 30 h. actives 0.2% (n = 280,000); further: % of control where 0% means no effect; nearly all actives have a fitted effect of over 60% in size
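Reporter derepression read as number of fluorescent GFP-positive objects, 20-120 um in size, counted by laser-scanning cytometer. Mouse LDR line with an epigenetically silenced CMV-GFP locus; compound incubation 30 h, 37 C.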
Starred values were filed as active, the others as inactive. The call rests on the fitted dose curve; in most records, active means well fitted curve in the direction sought with a large enough effect; inconclusive means small, poorly fitted or top-dose-only effect, or another doubt; inactive means no such curve, though single readings can be large; an effect the other way counts as inactive or inconclusive. Potency means the concentration at half of the fitted maximal effect. A portion of the library; the hit share may differ from the screen's.

CCc1nnc(NC(=O)CSc2nccn2Cc2ccccc2)s1 was read as Tau fluor cs -5.4% and Epigenetic derep 3.8%.
COc1cc(OC)c(NC(=O)CCn2cccn2)cc1Cl was read as Tau fluor cs -2.8% and Epigenetic derep 0.8%.
CCc1ccccc1Nc1nn2c(=O)c3ccc(C(=O)NCc4ccc(C)cc4)cc3nc2s1 was read as Tau fluor cs -0.5% and Epigenetic derep 4.2%.
For Cc1ccc(-n2nc(C)c3c(C(=O)Nc4ccc(C)cc4Cl)cc(C)nc32)cc1 the results were Tau fluor cs -8.4% and Epigenetic derep 0.0%.
Screening COc1ccc(NC(=O)c2ccc(CN3C(=O)CCn4nc(C)cc43)cc2)c(OC)c1 returned Tau fluor cs 2.5% and Epigenetic derep -2.8%.
COc1ccc(-n2c(/C=C/c3cc(OC)c(OC)cc3OC)nc3cc4ccccc4cc3c2=O)cc1Cl was read as Tau fluor cs -10.9% and Epigenetic derep 2.8%.
Cc1nc2ccn(Cc3cccnc3)c(=O)c2cc1C(=O)N1CCN(c2ccccc2F)CC1 was read as Tau fluor cs -0.6% and Epigenetic derep 0.0%.
CC(=O)C1=C(c2ccc(Cl)cc2)N(C(C)=O)n2c(nnc2C2CCCCC2)S1 was read as Tau fluor cs -14.9% and Epigenetic derep 0.2%.
Screening COc1ccc(NC(=O)Cn2cc(C(=O)c3ccncc3)c(=O)c3cc(C)ccc32)cc1Cl returned Tau fluor cs -18.5% and Epigenetic derep -0.9%.
O=C(CCS(=O)(=O)c1cc2c3c(c1)CCN3C(=O)CC2)Nc1cccc(Br)c1 was read as Tau fluor cs -2.4% and Epigenetic derep 0.2%.
`CCCCc1nn2c(=O)cc(COC(=O)c3ccc(NC(=O)c4cccc(OC)c4)cc3)nc2s1` gave Tau fluor cs -2.3% and Epigenetic derep 8.2%.
COc1cccc(N2CCN(C(=O)c3cnc4c(-c5ccc(F)cc5)c(C)nn4c3C)CC2)c1 was read as Tau fluor cs -13.1% and Epigenetic derep 1.1%.
COc1cccc(N2CCN(C(=O)CCn3nc(C)c(S(=O)(=O)N4CCCC4)c3C)CC2)c1 was read as Tau fluor cs 1.6% and Epigenetic derep inconclusive.
Cc1ccc(C(=O)NCC(=O)OCc2cc(=O)n3nc(C4CCCCC4)sc3n2)cc1 was read as Tau fluor cs -4.6% and Epigenetic derep 4.4%.
CCNC(=O)c1c(C)oc2ncn(C)c(=O)c12 was read as Tau fluor cs -1.3% and Epigenetic derep 1.3%.
CCc1ccccc1N(C)S(=O)(=O)c1ccc2c(c1)C(C)(C)C(=O)N2C was read as Tau fluor cs -27.2% and Epigenetic derep 0.4%.
Cc1nn(CC(=O)NCc2ccco2)c(=O)c2nn(-c3ccccc3)c(C)c12 was read as Tau fluor cs -0.7% and Epigenetic derep -0.2%.
`COc1cc(OC)c(NC(=O)c2c(C)nn(-c3ccc(C)cc3)c2-n2cccc2)cc1Cl` gave Tau fluor cs -18.6% and Epigenetic derep 8.5%.
Screening CCC(=O)NC1CC(=O)N(c2ccc3c(c2)OCCO3)C1 (centres undefined) returned Tau fluor cs 3.4% and Epigenetic derep 0.2%.
CCc1ccc(CNC(=O)c2cc3ccccn3n2)cc1 was read as Tau fluor cs -29.8% and Epigenetic derep -0.8%.
`Cc1ccc(CNC(=O)CSc2nc3c(sc4ccccc43)c(=O)n2CCCOC(C)C)cc1` gave Tau fluor cs -6.9% and Epigenetic derep 3.9%.
`O=C(Cn1c(SCC(=O)Nc2ccc(F)cc2)nc2ccccc21)NCc1ccc(F)cc1` gave Tau fluor cs -16.0% and Epigenetic derep -3.7%.
Screening CCC(Oc1ccccc1)C(=O)Nc1ccc(OCc2cc(=O)n3ccc(C)cc3n2)cc1 (centres undefined) returned Tau fluor cs -2.3% and Epigenetic derep -3.1%.
For CC1=C(C(=O)Nc2ccc(C)cc2)C(c2ccc(Cl)cc2)n2nnnc2N1 (centres undefined) the results were Tau fluor cs -17.4% and Epigenetic derep -1.1%.
Screening O=C(NCc1ccccc1Cl)c1ccc(-n2cnc3cccnc32)cc1 returned Tau fluor cs -20.9% and Epigenetic derep 1.2%.
For CC(C)Cc1ccc(S(=O)(=O)N2CCC(c3ccncc3)CC2)cc1 the results were Tau fluor cs -10.1% and Epigenetic derep -1.3%.
O=C(Cn1c2ncccc2c(=O)n1-c1ccccc1)Nc1ccc(Cl)cc1C(F)(F)F was read as Tau fluor cs -1.8% and Epigenetic derep -0.9%.
COc1ccccc1C(=O)Nc1ccccc1OCc1cc(=O)n2ccccc2n1 was read as Tau fluor cs -17.7% and Epigenetic derep -0.9%.
COCCCNC(=O)CN1C(=O)c2c(c3ccccc3n2C)C1c1ccc(OC)cc1 (centres undefined) was read as Tau fluor cs -4.0% and Epigenetic derep -0.4%.
`Cc1nn2c(=O)cc(COC(=O)c3ccc(NC(=O)c4cccc(Br)c4)cc3)nc2s1` gave Tau fluor cs -11.6% and Epigenetic derep 2.5%.
Screening CC1CCn2c(nc3cc(C(=O)NCc4ccccc4)ccc32)C1 (centres undefined) returned Tau fluor cs 2.5% and Epigenetic derep 0.2%.
Screening O=C(Nc1cc2ccc(O)cc2oc1=O)c1ccc(F)cc1 returned Tau fluor cs -1.2% and Epigenetic derep 6.6%.
Screening CC(CCc1ccccc1)NC(=O)Cn1c(=O)nc(-c2ccccc2)c2cc(Cl)ccc21 (centres undefined) returned Tau fluor cs -13.8% and Epigenetic derep -2.2%.
For Cc1oc(-c2ccc(Cl)cc2)nc1Cn1c(=O)cc(C)c2c(C)nn(-c3ccccc3)c21 the results were Tau fluor cs 7.4% and Epigenetic derep 0.8%.
For CCCNC(=O)C1Cc2cc(S(=O)(=O)N3CCCCCC3)ccc2N1C(C)=O (centres undefined) the results were Tau fluor cs 3.7% and Epigenetic derep -6.8%.
`CCOc1ccc(C(=O)N2CCN(Cc3cc(=O)n4nc(-c5cccc(OC)c5)sc4n3)CC2)cc1` gave Tau fluor cs -4.8% and Epigenetic derep -2.8%.
Screening Cc1cc(C)c(S(=O)(=O)NCC(c2ccc(N(C)C)cc2)N2CCOCC2)c(C)c1 (centres undefined) returned Tau fluor cs inconclusive and Epigenetic derep -4.3%.
CCOC(=O)c1c(C)[nH]c(C)c1S(=O)(=O)N1CCC(C(=O)Nc2ccc(OC)c(OC)c2)CC1 was read as Tau fluor cs -5.2% and Epigenetic derep -1.1%.
`CCn1c(=N)n(CC(O)COc2ccccc2)c2ccccc21` (centres undefined) gave Tau fluor cs -8.2% and Epigenetic derep 0.0%.
COc1cccc(C2=C(C(C)=O)Sc3nncn3N2C(C)=O)c1 was read as Tau fluor cs -15.2% and Epigenetic derep 1.0%.

3 compounds picked at random from those above, as already listed:
`CCn1c(=N)n(CC(O)COc2ccccc2)c2ccccc21` (centres undefined) gave Tau fluor cs -8.2% and Epigenetic derep 0.0%.
For Cc1oc(-c2ccc(Cl)cc2)nc1Cn1c(=O)cc(C)c2c(C)nn(-c3ccccc3)c21 the results were Tau fluor cs 7.4% and Epigenetic derep 0.8%.
COc1cccc(C2=C(C(C)=O)Sc3nncn3N2C(C)=O)c1 was read as Tau fluor cs -15.2% and Epigenetic derep 1.0%.

Back to the main list; the 4 compounds before the break are reprinted first.
Screening Cc1cc(C)c(S(=O)(=O)NCC(c2ccc(N(C)C)cc2)N2CCOCC2)c(C)c1 (centres undefined) returned Tau fluor cs inconclusive and Epigenetic derep -4.3%.
CCOC(=O)c1c(C)[nH]c(C)c1S(=O)(=O)N1CCC(C(=O)Nc2ccc(OC)c(OC)c2)CC1 was read as Tau fluor cs -5.2% and Epigenetic derep -1.1%.
`CCn1c(=N)n(CC(O)COc2ccccc2)c2ccccc21` (centres undefined) gave Tau fluor cs -8.2% and Epigenetic derep 0.0%.
COc1cccc(C2=C(C(C)=O)Sc3nncn3N2C(C)=O)c1 was read as Tau fluor cs -15.2% and Epigenetic derep 1.0%.
`Fc1ccc(-n2cc(-c3ccccc3)c3c(NCCc4ccccc4)ncnc32)cc1` gave Tau fluor cs -8.5% and Epigenetic derep 1.8%.
CCc1ccc(-n2c(=O)c3cccnc3n2CC(=O)NCc2ccc(F)cc2)cc1 was read as Tau fluor cs -19.0% and Epigenetic derep 1.9%.
For COc1ccc(S(=O)(=O)c2c(SC)nn(CC(=O)Nc3cccc(C)c3C)c2N)cc1 the results were Tau fluor cs inconclusive and Epigenetic derep 2.1%.
Screening O=C(CCC1N=C2c3ccccc3N=C(SCc3ccc(F)cc3)N2C1=O)NCc1cccs1 (centres undefined) returned Tau fluor cs 5.1% and Epigenetic derep -1.3%.
For COc1ccc2c(c1)CC(C(=O)Nc1cc(Cl)ccc1C)CO2 (centres undefined) the results were Tau fluor cs -12.3% and Epigenetic derep -1.7%.
Screening CCOc1ccc(NC(=O)Cn2cnc3nc4c(cc3c2=O)CCCC4)cc1 returned Tau fluor cs -8.8% and Epigenetic derep 0.0%.
CCc1cccc(C)c1Nc1nn2c(=O)c3ccccc3nc2s1 was read as Tau fluor cs 1.8% and Epigenetic derep -0.2%.
COCc1cc(C)nc2c1C(=O)NC(c1ccc(F)cc1)N2Cc1ccccc1 (centres undefined) was read as Tau fluor cs -3.5% and Epigenetic derep -0.1%.
`CCc1ccc(-c2cc(C)no2)cc1S(=O)(=O)Nc1ccc(Cl)cc1` gave Tau fluor cs inconclusive and Epigenetic derep 9.0%.
For COc1ccc(S(=O)(=O)NCCc2sc(-c3cccc(C)c3)nc2C)cc1 the results were Tau fluor cs inconclusive and Epigenetic derep 1.1%.
CCc1ccccc1NC(=O)Cc1ccc(NC(=O)N2CCCCc3ccccc32)cc1 was read as Tau fluor cs -0.5% and Epigenetic derep 1.5%.
`COc1cccc(-n2c(SCC(=O)c3ccc(Cl)cc3)nc3c([nH]c4ccccc43)c2=O)c1` gave Tau fluor cs -4.4% and Epigenetic derep 0.0%.
Screening CCc1cccc(N2C(=O)CSC23C(=O)N(Cc2ccccc2F)c2ccccc23)c1 (centres undefined) returned Tau fluor cs -12.3% and Epigenetic derep 10.9%.
`CCc1ccccc1NC(=O)Cn1nnc(C(=O)Nc2ccc(OC)c(OC)c2)c1N` gave Tau fluor cs -20.6% and Epigenetic derep 0.0%.
For Cc1ccc(NC(=O)CSc2[nH]c(=O)ncc2C)cc1 the results were Tau fluor cs -7.0% and Epigenetic derep 0.8%.
Screening CCCCC(=O)N1CCc2cc(OC)c(OC)cc2C1COc1ccc(OC)cc1 (centres undefined) returned Tau fluor cs -6.1% and Epigenetic derep 2.5%.
Screening Cc1ccc(-c2nc(CS(=O)CC(=O)O)c(C)o2)cc1 (centres undefined) returned Tau fluor cs 5.1% and Epigenetic derep -1.2%.
`CCOC(=O)c1c(S(=O)(=O)NCC(=O)Nc2ccc(C)c(Cl)c2)c(C)n(C)c1C` gave Tau fluor cs -22.5% and Epigenetic derep -0.5%.
For Cc1ccc(C)c(Nc2ncnc3c2cnn3-c2ccc(F)cc2)c1 the results were Tau fluor cs -21.0% and Epigenetic derep 8.3%.
For COc1ccc(-c2nc(CCNC(=O)Cc3ccc(F)cc3)cs2)cc1 the results were Tau fluor cs -7.8% and Epigenetic derep 0.8%.
Screening COc1ccc(N2CCN(S(=O)(=O)c3ccc(F)c(C(=O)Nc4ccccc4Cl)c3)CC2)cc1 returned Tau fluor cs -9.3% and Epigenetic derep 3.2%.
Screening COc1ccc(S(=O)(=O)NCc2ccc3c(c2)CCN3C(=O)c2ccc(C)cc2)cc1Cl returned Tau fluor cs -15.5% and Epigenetic derep 9.2%.
`CC(C)CCNC(=O)Cn1nc(N2CCN(c3ccccc3)CC2)ccc1=O` gave Tau fluor cs -7.0% and Epigenetic derep -3.4%.
For O=C(OCC1CCCO1)c1ccc2c(c1)N(Cc1c(F)cccc1Cl)C(=O)c1ccccc1S2(=O)=O (centres undefined) the results were Tau fluor cs -25.1% and Epigenetic derep -2.0%.
CCOc1ccc(NC(=O)c2cc(S(=O)(=O)N3CCN(c4ccccc4F)CC3)ccc2F)cc1 was read as Tau fluor cs -23.2% and Epigenetic derep 5.6%.
`COc1ccccc1CNS(=O)(=O)c1cnc(N)nc1` gave Tau fluor cs -1.6% and Epigenetic derep 1.4%.
Screening CCOC(=O)c1c(C)[nH]c(C)c1S(=O)(=O)NCC(=O)Nc1ccc(C)c(N(C)C)c1 returned Tau fluor cs -11.9% and Epigenetic derep -3.9%.
For Cc1ccc(CNC(=O)CSc2ncc3c(n2)-c2ccc(Cl)cc2N(Cc2ccccc2)S3(=O)=O)cc1 the results were Tau fluor cs -6.2% and Epigenetic derep 13.8%.
COc1ccc(OC)c(CNC(=O)c2ccc(C)c(NC(=O)c3nsc4ccccc34)c2)c1 was read as Tau fluor cs -25.2% and Epigenetic derep -0.7%.
CCOc1ccc(-c2nn(CC(=O)NC3CCCCC3)c3c2cnc2ccc(C)cc23)cc1 was read as Tau fluor cs 12.3% and Epigenetic derep 8.8%.
O=C(Nc1ccccc1C(=O)OCc1cc(=O)n2c3c(sc2n1)CCCC3)c1ccc(Cl)cc1 was read as Tau fluor cs -1.1% and Epigenetic derep -3.5%.
COc1ccc(-c2nc3ccc(C(=O)NCc4ccc(C)cc4)cc3nc2-c2ccc(OC)cc2)cc1 was read as Tau fluor cs -22.4% and Epigenetic derep 2.4%.
For O=C(CSc1nc(-c2cccc(Cl)c2)nc2cc(=O)[nH]n12)Nc1ccccc1 the results were Tau fluor cs -11.8% and Epigenetic derep -1.0%.
For Cc1ccc(NC(=O)Cn2c(C)cc(C)c(C#N)c2=O)cc1F the results were Tau fluor cs 3.4% and Epigenetic derep -2.8%.

From PubChem
